Screening results (PubChem BioAssay)
PG9 Ab binder – binders of HIV-1 gp120 antibody PG9, primary screen, biochemical, TR-FRET; AID 624416, 2012; TR-FRET gp120-PG9 antibody binding; HIV-1 gp120 / PG9 antibody interaction; actives 0.43% (n = 360,000); inhibition, % at 6.7 µM; in the data active = inhibition above about 8.5%
UHRF1 binding – UHRF1 methylated DNA binding inhibitors, primary screen, counter-screen for MBD2 inhibitor project, biochemical, TR-FRET, human UHRF1, single concentration. E3 ubiquitin-protein ligase UHRF1 (Homo sapiens), Q96T88. UHRF1 binding to methylated oligo. inhibition, % at 4.4 µM. actives 0.75% (n = 370,000). AID 687016, 2013; in the data active = inhibition above about 21%;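 note: UHRF1 SRA domain binding a hemimethylated CpG hairpin DNA probe; 0% = median of test compound wells and 100% = reference inhibitor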
TCR-CD3 inh – inhibitors of human TCR-CD3 interaction, primary screen, biochemical, fluorescence, TAMRA-labeled TCR probe | T-cell receptor (TCR) | AID 651800, 2012 | inhibition, % at 9.4 µM | actives 0.37% (n = 360,000); in the data active = inhibition above about 19%;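 note: recombinant mutant TCR 2C K166C tagged with TAMRA read by polarization; 0% = receptor in buffer alone and 100% = receptor with positive control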
rCAG binder – binders of r(CAG) RNA repeats, primary screen, biochemical, fluorescence. actives 1.3% (n = 370,000). r(CAG) RNA repeat, TO-PRO-1 dye displacement fluorescence. inhibition, % at 3 µM;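 active = inhibition above the plate cutoff, the mean of all test compounds on that plate plus 3 SD, cut at about 35% in these data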;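 note: 0% = DMSO alone and 100% = 100 µM mitoxantrone as full dye displacement; higher means more dye released from RNA so lower well fluorescence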
Rev-erbA mod – modulators of Rev-erb alpha DNA binding, primary screen, biochemical, FITC-DNA, fluorescence polarization, uHTS | actives 0.79% (n = 370,000) | Nuclear receptor subfamily 1 group D member 1 (Homo sapiens), P20393 | Rev-erbα–FITC-DNA binding, 90 min | activity, % at 10 µM;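 active = activity above about 14%, limit read from the data; passing the limit was not always enough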;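 note: 0% = DMSO wells with 35 nM protein and 100% = DMSO wells with 750 nM protein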
Target sequence (P20393 whole entry, looked up): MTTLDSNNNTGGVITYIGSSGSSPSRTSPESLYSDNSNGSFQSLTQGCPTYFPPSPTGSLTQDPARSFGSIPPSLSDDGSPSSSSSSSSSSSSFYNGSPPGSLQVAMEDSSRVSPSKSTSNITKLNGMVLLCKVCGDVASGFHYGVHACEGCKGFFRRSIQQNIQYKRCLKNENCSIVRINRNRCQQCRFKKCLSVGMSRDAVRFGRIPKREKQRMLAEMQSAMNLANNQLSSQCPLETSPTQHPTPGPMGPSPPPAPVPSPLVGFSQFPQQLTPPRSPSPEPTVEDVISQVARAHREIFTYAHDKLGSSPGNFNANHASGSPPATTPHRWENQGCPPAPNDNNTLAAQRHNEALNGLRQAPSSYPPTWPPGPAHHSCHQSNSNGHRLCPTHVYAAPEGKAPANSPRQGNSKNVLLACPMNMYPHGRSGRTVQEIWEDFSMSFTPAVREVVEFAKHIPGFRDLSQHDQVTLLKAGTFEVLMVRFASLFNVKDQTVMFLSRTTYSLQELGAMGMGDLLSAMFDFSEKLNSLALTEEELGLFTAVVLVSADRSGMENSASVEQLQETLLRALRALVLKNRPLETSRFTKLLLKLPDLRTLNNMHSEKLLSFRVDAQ
MBD2 DNA inh – inhibitors of MBD2 binding to methylated DNA, primary screen, biochemical, TR-FRET, DNA-binding domain, human. MBD2 binding to methylated oligonucleotide. inhibition, % at 4.4 µM. actives 0.31% (n = 370,000); in the data active = inhibition above about 13%
mABHD4 FP – ABHD4 inhibitors, primary screen, biochemical, fluorescence polarization, mouse; (Lyso)-N-acylphosphatidylethanolamine lipase (Mus musculus), Q8VD66; inhibition, % at 8.92 µM; actives 0.54% (n = 370,000); purified mABHD4, FP-Rh probe fluorescence polarization;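 active = inhibition exceeding the mean over every tested compound plus 3 SD, cut at about 30% in these data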;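 note: 0% = plate median of compound wells and 100% = S159A mutant with DMSO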
Target sequence (Q8VD66 whole entry, looked up): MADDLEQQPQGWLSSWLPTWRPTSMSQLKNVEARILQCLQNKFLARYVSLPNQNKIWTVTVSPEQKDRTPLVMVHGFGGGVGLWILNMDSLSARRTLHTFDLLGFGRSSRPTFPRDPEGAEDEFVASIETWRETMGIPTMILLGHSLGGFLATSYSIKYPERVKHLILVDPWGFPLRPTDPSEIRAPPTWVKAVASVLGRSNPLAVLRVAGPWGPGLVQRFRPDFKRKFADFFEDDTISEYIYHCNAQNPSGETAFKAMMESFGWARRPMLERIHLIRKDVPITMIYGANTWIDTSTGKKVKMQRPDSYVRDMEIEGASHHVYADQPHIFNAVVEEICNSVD
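Assay system: wild-type mouse ABHD4 protein; compound: single nominal dose of 8.92 µM, 0.89% DMSO final; schedule: 45 min + 60 min at 25 °C; measured by: FP readout, ex 525 nm / em 598 nm; evaluation: % inhibition of FP-Rh probe binding versus controls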
HTRA1 inh – HTRA1 serine protease inhibitors, primary screen, biochemical, fluorescence polarization, HTS; Q92743; recombinant HTRA1, FP-rhodamine activity-based probe; inhibition, % at 5.96 µM; actives 0.5% (n = 340,000); in the data active = inhibition above about 36%;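 note: 0% = enzyme with DMSO and 100% = wells lacking enzyme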
PRMT1 FP inh – PRMT1 methyltransferase inhibitors, primary screen, biochemical, fluorescence polarization | AID 652257, 2013 | actives 1.3% (n = 370,000) | inhibition, % at 2.79 µM | recombinant PRMT1, activity-based probe fluorescence polarization | Protein arginine N-methyltransferase 1 (Homo sapiens), Q99873;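 active = inhibition above about 21% made by adding two undisclosed values, limit read from the data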
LEDGF integ inh – blockers of LEDGF/p75-dependent integrase strand transfer – biochemical, TR-FRET, high throughput, primary screen; inhibition, % at 3.7 µM; TR-FRET IN-LEDGF/p75 DNA integration, Eu/Cy5; actives 0.64% (n = 370,000);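 active = inhibition above the screen-wide mean plus 3 SD, cut at about 13% in these data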;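 note: signal is the Cy5 over europium emission ratio at 671 and 618 nm; 0% = plate median of compound wells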
Starred values were filed as active, the others as inactive; . = not tested or not shown; & = joins results of further samples. These rows are one share of the data. The share of hits here may be higher or lower than overall.

SMILES	PG9 Ab binder	UHRF1 binding	TCR-CD3 inh	rCAG binder	Rev-erbA mod	MBD2 DNA inh	mABHD4 FP	HTRA1 inh	PRMT1 FP inh	LEDGF integ inh
Cc1ccc(C)c(S(=O)(=O)N2CCN(CC(=O)NC(C)c3ccccc3)CC2)c1 (stereo unspecified)	0.7	-2	-3	0	9	2	3	-3	1	-1
Cc1ccc(NC(=O)C2CCCN2C(=O)NC2CCCCC2)cc1 (stereo unspecified)	-1.2	5	-6	-1	0	-3	-4	-2	5	-1
O=C(CNS(=O)(=O)c1ccc(Cl)c(C(F)(F)F)c1)NC1CCCCC1	-1.3	2	5	0	-6	-1	-3	4	1	3
Cc1cn2c(=O)c(C(=O)NCc3ccc4c(c3)OCO4)cnc2s1	-2.1	-2	-1	1	-3	1	2	-1	-2	-1
Cc1ccc(NC(=O)N2CCC(O)(c3ccc(Cl)cc3)CC2)cc1	-0.2	-1	5	-7	-6	0	-1	-4	-1	-4
CC1=C(C(=O)OC(C)C)C(c2cccs2)NC(=O)N1 (stereo unspecified)	1.1	-1	4	-2	-2	-7	-1	-1	-4	7
Cc1ncc(CO)c(C=O)c1O	.	1	.	1	2	2	6	.	-3	4
COC(=O)c1ccc(CO/N=C/c2cccc([N+](=O)[O-])c2)cc1	-1.1	-4	0	1	-1	-2	-2	-1	-6	7
CCc1ccc(OCC(=O)N/N=C/c2cc([N+](=O)[O-])ccc2N2CCOCC2)cc1	-3.1	0	-3	6	2	2	0	-55	0	-2
CC(C(=O)Nc1ccc(Cl)cc1)N1C(=O)NC2(CCCC2)C1=O (stereo unspecified)	0.3	0	4	2	-6	-6	0	0	3	0
O=C(Nc1sc2c(c1C(=O)NCCO)CCCC2)c1ccco1	-1.1	2	2	-1	1	0	-1	1	1	0
CC1CCCCC1NC(=O)c1cc(=O)[nH]c2ccccc12 (stereo unspecified)	1.0	0	6	0	6	0	4	4	0	-2
OC1(c2ccc(Cl)c(Cl)c2)C[n+]2ccccc2N1Cc1ccccc1 (stereo unspecified)	1.3	1	4	6	-2	3	7	8	4	1
C=CCC[C@H](CCCCC)OC(=O)/C=C/[C@@H](O)[C@H](O)C[C@@H](O)CC=C	-0.4	1	4	3	8	2	-7	.	0	0
O=C(NNS(=O)(=O)c1ccc(F)cc1)c1ccc2c(c1)OCO2	-2.3	-3	3	2	2	-4	3	8	0	1
CC(=O)C1=C(C)N(Cc2ccc(F)cc2)C(=S)NC1c1cccc(F)c1 (stereo unspecified)	-1.6	-1	0	5	7	1	2	.	-1	-1
O=C(Cn1nnc2ccccc2c1=O)Nc1ccc2c(c1)CCC2	-0.2	1	-6	10	-1	4	-2	-7	1	0
COc1ccc(N2CCN(C(=O)c3ccc(N4C(=O)NC5CC4(C)Oc4ccccc45)cc3)CC2)cc1 (stereo unspecified)	-1.7	12	4	-2	0	1	3	8	1	-2
C[N+](C)(C)CCNC(=O)c1ccccc1	-1.2	1	-9	0	-9	0	-2	.	-3	3
CCCCn1c(=O)[nH]c(=O)c2c1nc(-c1ccc(C(F)(F)F)cc1)n2C	-0.9	-1	7	-2	15	-2	0	3	-1	0
N#Cc1ccc2[nH]cc(C3c4cc(F)ccc4C=C(c4ccsc4)N3c3ccc(C#CCCO)cc3)c2c1 (stereo unspecified)	-1.0	19	-6	17	-3	-1	5	.	2	0
O=S1(=O)CCN(C(CCO)c2cccc(C(F)(F)F)c2)CC1 (stereo unspecified)	-0.1	2	5	-5	-1	3	2	4	-6	3
Fc1ccc(NC2CCC23CCC(c2ccccc2)CC3)cc1C(F)(F)F (stereo unspecified)	.	-2	.	.	6	-7	-16	.	1	-3
Cc1cccc(-c2nsc(SCC(=O)NCc3ccc4c(c3)OCO4)n2)c1	0.8	9	4	-1	-8	0	0	2	0	1
CC(=O)OCC1=C(C(=O)O)N2C(=O)C(NC(=O)CCn3nc(C(F)(F)F)c(Br)c3C3CC3)C2SC1 (stereo unspecified)	-2.9	-3	-1	17	5	-1	9	4	25*	3

13 compounds out of the list, ordered by molecular weight, descending.
SMILES	PG9 Ab binder	UHRF1 binding	TCR-CD3 inh	rCAG binder	Rev-erbA mod	MBD2 DNA inh	mABHD4 FP	HTRA1 inh	PRMT1 FP inh	LEDGF integ inh
CC(=O)OCC1=C(C(=O)O)N2C(=O)C(NC(=O)CCn3nc(C(F)(F)F)c(Br)c3C3CC3)C2SC1 (stereo unspecified)	-2.9	-3	-1	17	5	-1	9	4	25*	3
COc1ccc(N2CCN(C(=O)c3ccc(N4C(=O)NC5CC4(C)Oc4ccccc45)cc3)CC2)cc1 (stereo unspecified)	-1.7	12	4	-2	0	1	3	8	1	-2
Cc1ccc(C)c(S(=O)(=O)N2CCN(CC(=O)NC(C)c3ccccc3)CC2)c1 (stereo unspecified)	0.7	-2	-3	0	9	2	3	-3	1	-1
Cc1cccc(-c2nsc(SCC(=O)NCc3ccc4c(c3)OCO4)n2)c1	0.8	9	4	-1	-8	0	0	2	0	1
OC1(c2ccc(Cl)c(Cl)c2)C[n+]2ccccc2N1Cc1ccccc1 (stereo unspecified)	1.3	1	4	6	-2	3	7	8	4	1
C=CCC[C@H](CCCCC)OC(=O)/C=C/[C@@H](O)[C@H](O)C[C@@H](O)CC=C	-0.4	1	4	3	8	2	-7	.	0	0
O=C(NNS(=O)(=O)c1ccc(F)cc1)c1ccc2c(c1)OCO2	-2.3	-3	3	2	2	-4	3	8	0	1
O=C(Nc1sc2c(c1C(=O)NCCO)CCCC2)c1ccco1	-1.1	2	2	-1	1	0	-1	1	1	0
O=C(Cn1nnc2ccccc2c1=O)Nc1ccc2c(c1)CCC2	-0.2	1	-6	10	-1	4	-2	-7	1	0
COC(=O)c1ccc(CO/N=C/c2cccc([N+](=O)[O-])c2)cc1	-1.1	-4	0	1	-1	-2	-2	-1	-6	7
CC1CCCCC1NC(=O)c1cc(=O)[nH]c2ccccc12 (stereo unspecified)	1.0	0	6	0	6	0	4	4	0	-2
CC1=C(C(=O)OC(C)C)C(c2cccs2)NC(=O)N1 (stereo unspecified)	1.1	-1	4	-2	-2	-7	-1	-1	-4	7
Cc1ncc(CO)c(C=O)c1O	.	1	.	1	2	2	6	.	-3	4

(next part)
SMILES	PG9 Ab binder	UHRF1 binding	TCR-CD3 inh	rCAG binder	Rev-erbA mod	MBD2 DNA inh	mABHD4 FP	HTRA1 inh	PRMT1 FP inh	LEDGF integ inh
COc1ccc(-c2nc3c4ccccc4ccn3c2C=O)cc1	-1.5	8	0	-3	53*	10	-3	-2	8	-7
O=C(NCc1ccccc1F)c1cccs1	-1.1	2	6	-2	3	-3	1	-1	-5	1
CC(Sc1nc2ccccc2[nH]1)C(=O)Nc1ccccc1F (stereo unspecified)	-2.2	0	-7	-1	2	8	-9	-1	4	0
Cc1nnc(SCC(=O)Nc2ccc3c(c2)COC3=O)n1-c1ccccc1	1.5	5	7	6	2	-3	-1	-2	-5	-1
Cc1ccc(C)c(Cc2c(C)nc3c(C(=O)N4CCOCC4)cnn3c2C)c1	-2.2	0	1	-7	3	-3	0	2	2	0
Cc1ccc(NC(=S)NN(C)c2nc(C)cnc2C)cc1	-0.9	-2	3	-2	3	1	6	3	-1	-2
COc1ccc(C2/C=C\CN(C(=O)C3CC3)CC(=O)N2Cc2ccc(F)cc2)cc1 (stereo unspecified)	-1.3	-3	6	-8	-6	0	3	2	-1	-3
Cn1cnc([N+](=O)[O-])c1Sc1ncnc2nc[nH]c12	0.0	-2	-4	-1	-7&-4	3	-13	5	9	1
CC(C)N(C)c1ncnc2c1ncn2[C@H]1CN(Cc2ccc3c(c2)OCO3)C[C@@H](CO)O1	0.8	-2	-5	2	1	-1	-1	.	-1	2
CN1C(=O)[C@H]2[C@@H](/C=C/c3ccccc3)N3C(=O)CN(Cc4ccc(-c5ccccc5)cc4)C(=O)[C@@]3(Cc3ccccc3)[C@H]2C1=O	-0.2	2	9	7	0	4	-16	-28	-2	0
CS(=O)(=O)Nc1ccc(C2=NN(C(=O)c3ccco3)C(c3ccc(F)cc3)C2)cc1 (stereo unspecified)	-2.0	-4	3	6	-2	-7	-25	-11	2	1
O=C(CN1CCOCC1)Nc1c(C(=O)C2CC2)oc2ccccc12	-1.3	-1	-5	-6	0	0	7	-1	0	-2
CC1Cn2c(nnc2-c2ccccc2O)S1 (stereo unspecified)	-0.4	-1	3	1	-3	-5	-2	3	3	0
CCOC(=O)C(CN1CCCC1)c1ccccc1 (stereo unspecified)	1.7	-1	-3	1	21*	2	10	-1	4	-3
COc1ccc(OC)c(C2C(C(=O)Nc3nc4ccccc4s3)=C(C)NC3=C2C(=O)CCC3)c1 (stereo unspecified)	4.9	5	4	17	-2	1	-5	-13	3	0
CCOc1cccc2c1OC1(C)CC2NC(=O)N1c1cccc(F)c1 (stereo unspecified)	0.7	-1	2	-1	2	-2	8	-8	0	0
COC(=O)CC1COc2ccccc2N1C(=O)c1cc(OC)c(OC)c(OC)c1 (stereo unspecified)	-1.9	2	2	-9	-5	7	-6	10	-7	4
Cc1cc(C)c(C(=O)COC(=O)c2cccnc2Cl)c(C)c1	-0.6	-2	7	-3	12	-5	-2	-3	0	4
O=C(NCc1cccs1)c1csc(COCCO)n1	3.0	2	-7	3	-7	-1	2	.	3	-5
COc1ccc(CNC(=O)Cn2nc(Cc3cccnc3)c3ccccc3c2=O)cc1	-0.3	1	-1	-3	-5	3	-3	1	0	1
CCCN(C(=O)c1nc2nccc(C)n2n1)c1c(N)n(Cc2ccccc2)c(=O)[nH]c1=O	-3.8	0	2	0	1	4	-1	4	-5	0
CS(=O)(=O)N(CCC#N)Cc1ccc(C=O)o1	-1.2	1	5	5	-4	-2	-6	-1	0	5
COc1ccc(NC(=O)c2cc(C3CCCCN3C(=O)OCc3ccccc3)on2)c(C)c1 (stereo unspecified)	-2.3	-1	-3	3	-2	3	-7	.	1	-3
CCOC(=O)C1CCN(C(=O)c2sc3ncn(CC(=O)N4CCCCC4)c(=O)c3c2C)CC1	2.1	0	-8	0	-1	3	5	4	0	2
CCOC(=O)C1(CCc2ccccc2)CCN(C(=O)C(C)n2cncn2)CC1 (stereo unspecified)	-0.2	3	0	-4	-7	-2	0	8	-1	-4
Cc1nn(-c2ccccc2)c(C)c1C1C(C#N)=C(N)Oc2n[nH]c(C)c21 (stereo unspecified)	0.2	0	-3	2	-4	1	9	2	1	1
